Bioassay records from PubChem BioAssay.
TLR4-MyD88 BLA: inhibitors of TLR4-MyD88 association in cells, primary screen, cell-based, HeLa CL3-4, BLA complementation, FRET ratio; HeLa CL3-4 TLR4/MyD88 BLA complementation; inhibition, % at 8.4 µM; 0.18% of 200,000 active; AID 861, 2007; in the data active = inhibition above about 25%;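 also: 0% = vehicle and 100% = reference inhibitor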
Target sequence (O00206 whole entry, looked up): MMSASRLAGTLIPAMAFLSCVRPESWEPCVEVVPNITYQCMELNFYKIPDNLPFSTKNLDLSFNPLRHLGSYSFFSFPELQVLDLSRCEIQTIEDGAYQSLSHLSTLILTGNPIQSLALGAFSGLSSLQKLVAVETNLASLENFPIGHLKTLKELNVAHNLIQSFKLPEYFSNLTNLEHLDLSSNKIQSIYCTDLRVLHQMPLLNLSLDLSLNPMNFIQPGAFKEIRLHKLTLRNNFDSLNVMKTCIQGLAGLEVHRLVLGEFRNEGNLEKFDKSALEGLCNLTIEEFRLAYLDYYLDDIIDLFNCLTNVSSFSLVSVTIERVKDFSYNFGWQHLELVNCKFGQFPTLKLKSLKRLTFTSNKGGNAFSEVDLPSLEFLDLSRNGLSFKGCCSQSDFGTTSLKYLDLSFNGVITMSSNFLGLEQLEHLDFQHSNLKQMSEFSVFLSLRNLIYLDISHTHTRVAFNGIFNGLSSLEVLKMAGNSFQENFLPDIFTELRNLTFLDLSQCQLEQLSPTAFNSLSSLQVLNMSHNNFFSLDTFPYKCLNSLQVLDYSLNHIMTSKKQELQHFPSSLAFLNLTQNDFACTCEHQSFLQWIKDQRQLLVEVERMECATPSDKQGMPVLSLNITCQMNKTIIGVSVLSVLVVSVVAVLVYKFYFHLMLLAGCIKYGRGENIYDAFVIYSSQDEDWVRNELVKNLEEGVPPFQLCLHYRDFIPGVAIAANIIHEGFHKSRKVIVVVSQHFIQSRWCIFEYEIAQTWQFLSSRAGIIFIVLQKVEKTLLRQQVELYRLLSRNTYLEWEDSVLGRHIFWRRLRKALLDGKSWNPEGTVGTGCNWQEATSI
Target sequence (Q99836 whole entry, looked up): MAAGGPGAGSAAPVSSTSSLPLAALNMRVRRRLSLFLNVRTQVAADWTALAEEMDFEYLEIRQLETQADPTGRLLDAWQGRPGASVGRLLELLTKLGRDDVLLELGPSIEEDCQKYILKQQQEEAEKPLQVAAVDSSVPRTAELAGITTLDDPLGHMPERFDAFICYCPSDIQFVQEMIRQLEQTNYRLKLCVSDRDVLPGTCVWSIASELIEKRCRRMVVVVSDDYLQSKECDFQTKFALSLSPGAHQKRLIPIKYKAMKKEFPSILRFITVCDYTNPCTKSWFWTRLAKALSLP
STAT3 act: IL-6 driven STAT3 reporter potentiators, primary screen, U3A cells, luciferase, luminescence, MLSCN library | AID 871, 2007 | activation (% of control), % at 5.6 µM | 0.91% of 190,000 active | IL-6 STAT3-luciferase reporter; 100% = signal with IL-6 EC80 alone;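 active = activation above the screen-wide mean of compound activation plus 3 SD, cut at about 130% in these data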;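 also: 0% = background luminescence of wells with medium and substrate only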
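System – human U3A cells carrying STAT3-luciferase construct · Probe or stimulus – Interleukin-6, 33 ng/mL · Schedule – compound 1 h, then IL-6 6 h at 37 °C · Signal – luminescence from STAT3-driven luciferase reporter · Evaluation – percent of IL-6-only median luminescence · Benchmarks – IL-6-only high control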
NF-kB expr up: activators of NF-kB expression in neurons, primary screen, cell-based, HTS. human neuronal cells, NF-kB reporter expression; hits give high values. fold change at 12.5 µM. 1.6% of 190,000 active; in the data active = fold change above about 3.3
HMGR II inh: inhibitors of E. faecalis class II HMGR, primary screen, biochemical, Enterococcus faecalis; 0.41% of 190,000 active; inhibition, % at 10 µM; purified E. faecalis HMGR, NADPH absorbance 340 nm kinetic; HMG-CoA reductase (Enterococcus faecalis, mvaE);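 active = inhibition above a set limit, the median over all tested compounds plus 3 SD, cut at about 9.5% in these data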;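 also: enzyme runs in reverse so mevalonate oxidation gives rising NADPH absorbance; 0% = complete reaction with DMSO and 100% = background rate lacking mevalonate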
Redox H2O2 prof: compounds producing H2O2 with reducing agent – biochemical, NIH compound library profiling, artefact control for MLSCN library redox annotation, primary screen. activation, % at 10 µM. DTT-dependent redox cycling H2O2, phenol red/HRP absorbance; 100% = 100 µM peroxide control, 0% = buffer. 0.03% of 200,000 active;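 active = activation of at least 50% relative to the plate's high and low controls in the primary single-dose screen; inactive = activation below 50%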;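 also: compound incubated with DTT at 0.8 mM final as the reducing agent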
STAT1 activator: STAT1 signaling activators, primary screen, cell-based, HTS, luciferase reporter | NIH 3T3 STAT1-luciferase reporter, IFN-gamma, luminescence; 100% = IFN-gamma alone, no compound | activation (% of control), % at 5.5 µM | 2.6% of 200,000 active;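 active = activation above the screen-wide mean activation plus 3 SD, cut at about 130% in these data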;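 also: raw ratio to IFN-gamma control signal so 100% means no change and 0% no light; values of inactives mirror those of a sister screen read the other way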
APP 5'UTR act: activators of APP 5'UTR luciferase reporter, primary screen, SH-SY5Y cells | SH-SY5Y APP 5'UTR luciferase reporter, luminescence; zero percent = DMSO vehicle wells | activation, % at 2 µM | 1% of 190,000 active;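 active = activation above a set limit, based on mean plus 3 SD of controls, cut at about 140% in these data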; also: values of inactives mirror those of a sister screen read the other way
STAT3 inh: IL-6 driven STAT3 reporter inhibitors, primary screen, U3A cells, luciferase, luminescence, MLSCN library. IL-6 STAT3-luciferase reporter; host cell line lacks STAT1. inhibition, % at 5.5 µM. 0.89% of 190,000 active;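 active = inhibition above the mean inhibition across all screened compounds plus 3 SD, cut at about 44% in these data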;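 also: 0% = DMSO only wells and 100% = 100 µM nifuroxazide control wells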
STAT1 blocker: STAT1 signaling inhibitors, primary screen, cell-based, HTS, luciferase reporter; NIH 3T3 STAT1-luciferase reporter, IFN-gamma, luminescence; inhibition, % at 5.5 µM; 0.35% of 200,000 active; AID 920, 2007;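 active = inhibition above a set limit, the mean inhibition across all tested compounds plus 3 SD, cut at about 34% in these data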;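 also: 0% = IFN-gamma with DMSO and 100% = IFN-gamma with 300 µM nifuroxazide; values of inactives mirror those of a sister screen read the other way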
Hsp70 act: Hsp70 transcriptional activators, primary screen, cell-based, HeLa, Hsp70 promoter luciferase, luminescence, 10 µM | HeLa Hsp70 promoter luciferase reporter; scaled: vehicle 0, proteasome-inhibitor control 100% | activation, % at 10 µM | 0.04% of 200,000 active;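 active = activation above the mean across all tested compounds plus 3 SD, cutoff set per campaign, cut at about 5.5% in these data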;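 also: 100% = MG132 at 30 µM as the positive control and 0% = DMSO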
* hit, by the source's call. Compounds were not picked by outcome. Share with any hit: about 5.6%.

molecule,TLR4-MyD88 BLA,STAT1 activator,HMGR II inh,STAT3 act,APP 5'UTR act,STAT3 inh,Redox H2O2 prof,STAT1 blocker,NF-kB expr up,Hsp70 act
Cc1ccc(C)c(SCC(=O)Nc2nnc(-c3ccccc3)o2)c1,11,103,-1,102,7,0,0.4,-3,1.1,-0.1
CCN(C(=O)COC(=O)c1ccc(OC)c(S(=O)(=O)N2CCCc3ccccc32)c1)C1CCS(=O)(=O)C1 (stereo not drawn),-4,102,1,94,20,9,-0.5,-4,0.89,-0.3
N#Cc1ccc(NC(=O)c2nc(-c3ccccc3)n(-c3ccccc3)n2)cc1,1,92,-3,94,8,12,0.0,9,1.1,6.7*
O=C(OCc1cn(-c2ccc(Cl)c(Cl)c2)nn1)c1ccccc1Cl,3,97,0,93,1,15,-3.9,4,1.1,0.0
COC(=O)c1scc(S(=O)(=O)c2ccccc2)c1N,4,103,3,100,16,7,-1.9,-5,0.98,-0.4
NC(=S)Nc1cccc2cc3ccccc3cc12,11,122,0,85,60,25,-3.6,-25,1.1,-0.1
C=CCNC(=O)c1ccc(-c2ccc([N+](=O)[O-])cc2)o1,1,109,2,94,1,10,-0.2,-10,1.5,-0.3
COc1ccc(-c2nc(CS(=O)CC(=O)NCCC3=CCCCC3)c(C)o2)cc1 (stereo not drawn),4,107,0,113,20,-7,-1.2,-8,1.3,0.0
O=C(/C=C/c1cccs1)N1CCOCC1,4,98,-2,85,-24,18,-0.4,3,1.1,-0.3
COc1ccc(C(C)=O)cc1COC(=O)c1c(C)noc1C,3,99,3,96,7,14,-1.1,2,0.97,0.2
N#Cc1c(N)n[nH]c1-c1cc2c([nH]1)CCCC2,11,110,-4,103,-9,-1,-0.5,-10,1,0.1
Cc1ccc(CNC(=O)CCS(=O)(=O)c2ccc(Cl)cc2)cc1,-11,94,-3,105,7,-6,0.3,6,0.97,-0.2
O=C(CCn1c(=O)[nH]c2ccsc2c1=O)N1CCN(c2cccc(Cl)c2)CC1,7,99,-6,98,-3,6,-1.0,1,0.77,-0.4
Cc1ccc(S(=O)(=O)N(C)c2ccc(C(=O)N3CCN(Cc4ccc5c(c4)OCO5)CC3)cc2)cc1,-5,88,0,58,9,54*,0.2,13,0.62,-0.4
Cc1cccc(C)c1N=C1SC(CC(=O)Nc2c(C)cccc2C)C(=O)N1CCc1ccccn1 (stereo not drawn),7,101,-9,93,-6,6,-0.8,1,1.2,-0.4
Cc1cccc(NC(=O)CCc2ccc(S(=O)(=O)NC3CCCCC3)cc2)c1,-5,90,1,100,5,7,0.1,11,0.86,-0.1
CCCOc1ccc(C(=O)OCC(=O)c2c(N)n(C)c(=O)n(C)c2=O)cc1OCC,-3,93,-4,97,7,6,-1.4,7,0.89,0.2
CCOC(=O)C1C(=O)C=C(c2ccc(Br)cc2)CC1c1ccco1 (stereo not drawn),6,98,-2,83,9,23,1.7,3,0.77,0.0
CC(=O)c1ccc(N2CCN(C(=O)CCN3C(=S)NC(C)(C)CC3C)CC2)cc1 (stereo not drawn),-3,105,1,104,-13,4,0.5,-7,1.2,0.0
COc1ccc(-c2nnc3ccc(SCC(=O)N4CCCCC4)nn23)cc1OC,2,102,-5,102,5,-2,-1.2,-2,0.5,0.2
Cn1c(/C=N/NC(=O)c2ccccc2)nc2ccccc21,-9,98,-2,88,-12,17,-3.5,3,0.78,0.1
CCOC(=O)/C(C#N)=C(C)/C=C1\Sc2ccccc2N1CC,-6,108,0,105,69,-8,-0.2,-6,1.1,-0.1
O=C(Cn1cnc2c(cnn2-c2ccccc2)c1=O)N1CCN(c2ccc(F)cc2)CC1,-1,92,1,103,19,0,0.2,7,1.2,-0.5
COc1ccc(CC(=O)NCc2n[nH]c(=S)n2-c2ccc(Br)cc2)cc1,5,111,1,92,20,11,-0.6,-14,1.5,-0.2
Cc1cc(C)c(NC(=O)CSc2nnc(SCC(=O)Nc3c(C)cc(C)cc3C)n2N)c(C)c1,5,98,-3,101,8,-5,0.2,2,1.1,0.2
COc1ccc(S(=O)(=O)NNC(=O)c2ccccc2-n2cccc2)cc1,-10,101,-7,106,-5,-6,-1.1,-1,0.93,-0.2
O=C(COC(=O)c1cncc(Br)c1)NC1CCCCC1,-12,102,-10,107,-8,3,-0.9,-4,1,-0.2
O=C(NCCC1=CCCCC1)c1cc2c(s1)CS(=O)(=O)C2,0,114,-3,106,5,-3,0.8,-15,1.5,0.0
CCN1CCN(Cc2c(OC)ccc3ccccc23)CC1,9,106,-4,107,10,-4,0.5,-6,1.1,-0.1
O=S(=O)(/N=C(\c1ccccc1)N1CCOCC1)c1ccc(Cl)cc1,-4,96,-1,108,-14,-10,0.6,4,1.1,-0.5
Cc1nn(CC2CC2)c(=O)n1-c1ccc(Oc2ccccc2)cc1,4,93,0,98,15,7,-0.2,5,1.1,-0.5
CCn1nc(C)c(CN2CCCC(CO)(Cc3cccc(Cl)c3)C2)c1C (stereo not drawn),1,83,0,99,7,5,0.0,17,1.2,-0.5
Cc1cc(CNC(=O)COc2c(F)c(F)cc(F)c2F)c2ccccc2n1,-17,96,-4,93,-5,16,-0.2,5,0.97,0.0
COc1ccc(-c2nc3ccccc3n2CCC(C)C)cc1OC,-4,97,-4,100,11,-3,0.2,3,0.7,-0.2
CCCN1C(=O)c2ccccc2NC1c1ccc(OC)c(CSc2ccccn2)c1 (stereo not drawn),-8,103,-6,103,-9,-1,0.3,-3,0.94,-0.3
O=c1cc(CSc2nnnn2-c2ccccc2)nc2nc[nH]n12,-6,99,0,96,5,9,0.4,1,0.98,0.2
O=C1CCC(=O)N1CNc1ccc(Oc2ccccc2)cc1,3,98,-5,113,-1,-12,10,-6,1.4,-0.2
O=C(Nc1nc(-c2ccccc2)cs1)NC1CCCCC1,-4,111,11*,93,-21,15,1.9,-12,1.3,-0.2
N=P(N1CCOCC1)(N1CCOCC1)C12CC3CC(CC(C3)C1)C2,6,97,-3,99,-1,6,0.5,3,1.1,-0.1
COc1ccc(-c2cc(=O)[nH][nH]2)cc1OC,-5,102,-3,101,-3,-2,-0.3,-2,1.1,-0.1
CCn1ccnc1CN1CCCC(C(=O)c2ccc3c4c(cccc24)CC3)C1 (stereo not drawn),3,90,-1,111,21,-8,-1.3,10,1,-0.1
Cc1sc(NC(=S)NC(=O)CCc2ccccc2)c(C(N)=O)c1C,-5,113,1,156*,-95,-62,0.5,-15,1,1.6
NN1C(=O)NC(c2ccccc2)(c2ccccc2)C1=O,-14,98,2,102,5,6,-0.1,0,0.85,0.0
O=C(Nc1ccc2nc(-c3ccco3)c(-c3ccco3)nc2c1)N1CCCCCC1,13,93,0,103,11,3,-2.2,9,0.69,-0.3
c1nc(N2CCCCCC2)c2[nH]cnc2n1,-4,100,-4,82,5,22,-2.3,1,1.2,-0.3
Cc1ccccc1-n1c(SCC(=O)NCc2cccs2)nnc1-c1ccncc1,7,107,-1,104,-11,-2,0.1,-8,0.96,-0.4
CC(=O)NC(C)c1nc2ccccc2n1CC(=O)NC(C)CCc1ccccc1 (stereo not drawn),10,97,-8,99,0,6,0.4,0,1.1,0.0
CC(=O)NNc1cc(=O)c2c(=O)n(C)c(=O)n(C)c2[nH]1,8,104,-5,102,11,6,-7.1,-5,1.1,0.0

Entries of single compounds, quoted from the list. Order of values: TLR4-MyD88 BLA	STAT1 activator	HMGR II inh	STAT3 act	APP 5'UTR act	STAT3 inh	Redox H2O2 prof	STAT1 blocker	NF-kB expr up	Hsp70 act
Record of N=P(N1CCOCC1)(N1CCOCC1)C12CC3CC(CC(C3)C1)C2 : 6	97	-3	99	-1	6	0.5	3	1.1	-0.1
Record of Cc1sc(NC(=S)NC(=O)CCc2ccccc2)c(C(N)=O)c1C : -5	113	1	156*	-95	-62	0.5	-15	1	1.6

(further entries)
molecule,TLR4-MyD88 BLA,STAT1 activator,HMGR II inh,STAT3 act,APP 5'UTR act,STAT3 inh,Redox H2O2 prof,STAT1 blocker,NF-kB expr up,Hsp70 act
CCOC(=O)c1[nH]c(C)c(C(=O)OCc2c(C)noc2C)c1C,9,96,-2,87,4,18,-0.7,5,1.2,-0.4
COC(=O)N[C@H](CC(C)=O)c1cccc(C(F)(F)F)c1,-3,104,3,98,16,0,0.4,-4,0.94,0.0
CC1C(C)C(O)(c2ccccc2)CCN1C (stereo not drawn),0,97,-8,102,19,2,3.0,3,1.2,-0.2
COc1ccccc1C1(CC(=O)O)CCOC(C)(C)C1 (stereo not drawn),12,101,-6,101,12,1,-0.6,1,1,0.2
CCOC(=O)c1ccc(NC(=O)CSc2nnc(-c3cccs3)n2CC)cc1,-5,101,3,92,-21,12,3.4,-1,1.5,-0.2
C=CCNC(=O)CN(c1cccc(Br)c1)S(C)(=O)=O,0,110,1,96,4,8,3.4,-11,1.1,-0.1
CC(C)(C)c1ccc(COc2ccsc2C(=O)O)cc1,12,111,-5,95,3,9,-1.3,-13,1.5,-0.3
CCCOc1ccc(N2C(=O)CC(N(CCc3ccccc3)C(=O)c3ccccc3)C2=O)cc1 (stereo not drawn),-8,94,-5,98,-13,4,-1.9,6,1.1,0.2
CN(C)CCOc1ccc2ccccc2c1,-10,99,2,100,10,-2,-0.4,1,1.2,0.3
CCOC1=NN(c2ccc(Cl)cc2)C(=O)/C1=C\N(C)C,-7,101,-5,86,-5,19,-0.1,-2,1,-0.1
COc1cc(OC)cc(C(=O)N2CCN(C(=O)COc3ccc4ccccc4c3)CC2)c1,19,102,-1,103,23,4,1.8,-2,0.85,-0.1
O=C(c1ccccc1)c1coc2ccc(O)c(Cl)c12,2,100,-1,108,22,-7,1.8,0,2.2,0.2
O=C(NCC1CCCO1)c1ccccc1-c1nc(-c2ccc(Cl)cc2)no1 (stereo not drawn),10,97,-4,97,-2,8,2.3,4,1,-0.1
Cc1ccccc1CC1(CO)CCCN(C(=O)c2ccccc2Cl)C1 (stereo not drawn),4,96,-4,100,3,3,0.9,3,1.1,-0.2
COc1ccc(Oc2cc(C)c3cccc(C)c3n2)cc1,-9,96,-1,88,4,19,0.0,5,1.1,-0.5
Cc1cc(Br)ccc1SCC(=O)OCC(=O)NCc1ccc2c(c1)OCO2,-5,99,6,100,23,5,0.0,1,0.82,-0.2
O=C1CN(C(=O)Cn2ncc(Cl)c(Cl)c2=O)c2ccccc2N1,22,91,-5,94,-90,10,0.3,7,0.97,-0.3
